Screening results (PubChem BioAssay)
BCLXL inh – inhibitors of human Bcl-xL | Q07817 | GST-Bcl-xL / FITC-Bim BH3 peptide fluorescence polarization | inhibition, % at 10.9 µM | hit rate 0.7% among 320,000;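 active = inhibition above the mean of all tested compounds plus 3 SD, cutoff set per campaign, cut at about 30% in these data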;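 also: 0% = DMSO wells and 100% = unlabeled Bim-BH3 peptide competitor; inhibitors lower millipolarization by displacing the labeled peptide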
Target sequence (Q07817 whole entry, looked up): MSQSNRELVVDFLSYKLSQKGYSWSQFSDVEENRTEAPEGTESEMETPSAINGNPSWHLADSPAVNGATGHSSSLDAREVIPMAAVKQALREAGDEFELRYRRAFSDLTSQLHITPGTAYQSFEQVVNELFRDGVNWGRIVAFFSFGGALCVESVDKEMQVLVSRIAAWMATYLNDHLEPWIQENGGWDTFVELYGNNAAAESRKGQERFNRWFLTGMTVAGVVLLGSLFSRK
Fam108B inh – Fam108B inhibition, counter-screen for RBBP9 inhibitors | recombinant Fam108B, FP-Rh probe fluorescence polarization | inhibition, % at 9.51 µM | hit rate 0.33% among 300,000;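 active = inhibition above the screen mean inhibition plus 3 SD, computed separately per campaign, cut at about 18% in these data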;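 also: inhibitors lower polarization as less probe binds the enzyme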
GRK2 aptamer HTS – human GRK2 inhibition via aptamer displacement; P25098; bead flow cytometry, FAM-aptamer displacement from GRK2; inhibition of aptamer binding, % at 10 µM; hit rate 0.59% among 330,000; AID 488847;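 active = inhibition of aptamer binding above 40%, roughly 3 SD of noise, on plates passing a quality check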;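 also: median bead fluorescence of bound FAM aptamer so fluorescent compounds give negative values; no value below 0 was filed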
Target sequence (P25098 whole entry, looked up): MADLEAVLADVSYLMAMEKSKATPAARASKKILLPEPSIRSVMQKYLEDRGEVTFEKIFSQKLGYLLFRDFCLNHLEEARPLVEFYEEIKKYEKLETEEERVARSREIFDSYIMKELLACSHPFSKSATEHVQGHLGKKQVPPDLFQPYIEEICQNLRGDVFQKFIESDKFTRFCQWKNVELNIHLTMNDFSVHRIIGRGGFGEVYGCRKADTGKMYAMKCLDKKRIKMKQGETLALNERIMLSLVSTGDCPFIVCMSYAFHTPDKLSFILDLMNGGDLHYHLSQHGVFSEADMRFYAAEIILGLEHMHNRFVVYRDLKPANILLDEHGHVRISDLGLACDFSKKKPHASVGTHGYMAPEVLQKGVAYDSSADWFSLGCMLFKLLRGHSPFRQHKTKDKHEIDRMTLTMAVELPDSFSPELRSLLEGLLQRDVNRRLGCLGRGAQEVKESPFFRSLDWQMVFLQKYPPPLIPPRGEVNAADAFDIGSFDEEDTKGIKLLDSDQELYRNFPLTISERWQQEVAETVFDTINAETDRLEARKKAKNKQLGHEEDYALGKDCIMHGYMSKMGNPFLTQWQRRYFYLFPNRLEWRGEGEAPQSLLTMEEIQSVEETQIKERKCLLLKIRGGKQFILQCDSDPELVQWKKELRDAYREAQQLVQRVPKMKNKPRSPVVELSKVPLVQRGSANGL
PME-1 primary – blocks human protein phosphatase methylesterase 1; Q9Y570; recombinant PME-1, FP-Rh probe fluorescence polarization; inhibition, % at 5.9 µM; hit rate 0.53% among 320,000;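 active = inhibition above the campaign mean of all compounds plus 3 SD, cut at about 26% in these data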;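 also: competitive labeling of PME-1 active site by serine hydrolase directed probe; 0% = PME-1 with DMSO and 100% = wells lacking PME-1 enzyme; inhibitors block probe labeling so polarization falls and inhibition rises; many of its hits are not listed in these tables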
MCL1-BIM inh – inhibitors of human MCL1 binding to BIM-BH3 peptide; inhibition, % at 10.9 µM; hit rate 0.68% among 320,000; GST-MCL1 / FITC-Bim-BH3 fluorescence polarization; Q07820;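 active = inhibition above the mean inhibition of all tested compounds plus 3 SD, set per campaign, cut at about 40% in these data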;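 also: 0% = DMSO wells and 100% = unlabeled Bim-BH3 peptide control; higher means more loss of mP so more displacement of Bim peptide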
GLD-1 RNA inh – GLD-1-TGE RNA interaction inhibition (C. elegans) | hit rate 0.44% among 320,000 | AID 2280 | inhibition, % at 5.96 µM | purified GLD-1 + fluorescein TGE RNA, fluorescence polarization | Q17339;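 active = percent inhibition above a per-plate cutoff, the plate mean of test compounds plus 3 SD, cut at about 30% in these data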;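 also: 0% = DMSO wells with GLD-1 and probe and 100% = wells lacking GLD-1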
Efflux pump inh – inhibitors of Candida antifungal efflux pumps expressed in yeast | S. cerevisiae Candida pump triplex, Nile Red efflux | inhibition, % at 10 µM | hit rate 0.44% among 330,000 | AID 485275;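 active = plate passing quality check with inhibition over a set limit, or well fluorescence over plate mean plus 4 SD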;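 also: Nile Red retained in pooled yeast measured as flow cytometry median fluorescence; 0% = buffer negative control and 100% = Enniatin B positive control; higher means more Nile Red kept so more efflux inhibition; some compounds called inactive have numbers as strong as hits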
VLA-4 inh – inhibition in a human VLA-4 binding assay; VLA-4 expressing cells, ligand binding flow cytometry; inhibition, % (about 7 µM as worked out from the volumes in the protocol); hit rate 0.2% among 330,000; AID 2557; in the data active = inhibition above about 50%
MEX-5 binding – C. elegans MEX-5 TCR-2 RNA binding activity | activity score (negative = inhibition of binding), % at 10 µM | AID 1832 | MEX-5/FITC-TCR2 RNA binding, fluorescence polarization; active compounds read low | hit rate 0.38% among 300,000;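 active = inhibition past about -25% in most replicates, and total fluorescence under double the plate's negative control median, limit read from the data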;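 also: 0% = DMSO and -100% = 5 µM competing unlabeled TCR2 RNA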
* marks the source's active call; other numbers are inactive results; / = no result given. The list is partial, so the mix of outcomes need not match the whole.

SMILES	BCLXL inh	Fam108B inh	GRK2 aptamer HTS	PME-1 primary	MCL1-BIM inh	GLD-1 RNA inh	Efflux pump inh	VLA-4 inh	MEX-5 binding
COc1ccc(/C=C2\N=C(SC)N(C)C2=O)cc1	-4	-2	2	3	3	-8	0.3	2	-2.0
CCCc1nc(N2CCN(C)CC2)c2sc(=S)n(-c3ccccc3)c2n1	-8	-5	3	-1	-13	-6	0.8*	-13	1.4
c1ccc(NCc2nc(-c3ccccc3)no2)cc1	2	4	0	2	3	6	0.0	3	0.1
Cc1ccc(OCc2cc(C(=O)Nc3ccccc3)oc2C)cc1	3	-3	0	-4	0	-8	-0.1	10	1.1
COc1ccccc1OCc1cc(C(=O)N2CC3C[C@@H]4CC2C[C@H](C3)C4)no1	-1	-1	6	-8	-2	-1	0.1	-113	1.8
Cc1nc(N)nc(N/N=C/c2c(F)cccc2Cl)n1	17	-1	2	1	14	18	0.0	-13	-16
CN1C(=O)N(C)C2(CC1(C)C)CC(C)(C)N(C)C(=O)N2C	1	0	0	-6	0	-8	0.1	6	1.4
O=C(CCN1C(=O)c2ccccc2C1=O)Nc1ccc(-c2cn3ccsc3n2)cc1	5	3	0	-1	6	0	0.1	15	-1.9
CCCCN(C(=O)c1ccc(S(=O)(=O)N(C)C)cc1)c1ccccc1	2	-2	3	8	4	4	-0.1	1	4.1
COc1ccc(CC(=O)NCc2nnc(SCC(=O)Nc3cccc(F)c3)n2C)cc1	5	1	0	-2	-5	0	-0.1	-1	-0.6
Cn1cncc1C#Cc1ccc2cc(C3(O)CCCCC3)oc(=O)c2c1	1	/	0	-1	10	14	0.0	-191	/
NS(=O)(=O)c1ccc(CCNC(=O)c2ccc(OCC3CCCO3)cc2)cc1 (stereo not drawn)	2	-3	0	2	-2	6	0.1	3	-1.9
Cc1ccc(CN2CCN(CC(=O)O)C2=O)cc1	0	5	0	2	4	2	0.0	1	2.5
C=CCN(CC(=O)NC1CCCC1)C(=O)C(=O)Nc1ccc2c(c1)OCCO2	7	-2	2	0	6	5	0.1	1	1.9
O=C1CC2(CCCCC2)Oc2ccc(F)cc21	3	4	3	-2	4	1	0.1	3	3.3
COc1ccccc1NC(=O)O/N=C(\N)c1ccccc1	0	6	0	-7	-1	1	-0.1	7	0.7
COc1ccccc1NC(=O)c1ccccc1NC(=O)c1cc(Cl)ccc1NC(=O)c1ccco1	1	-15	0	-12	-6	-3	0.5*	-1	-1.5
COc1cc(CC(=O)N(C)CC(=O)Nc2cc(C)ccc2C)cc(OC)c1OC	2	3	0	0	11	1	-0.2	-5	0.5
COc1ccccc1OCC(=O)Nc1c2c(nn1-c1ccc(C)cc1)CS(=O)(=O)C2	2	1	0	5	5	-6	0.3	2	-1.0
O=C(Cc1ccc2c(c1)OCCO2)N1CCN(S(=O)(=O)c2cccc(Cl)c2Cl)CC1	2	0	4	7	-3	4	-4.2	10	1.2
COc1ccccc1Nc1nc(NCCO)nc(N2CCCC2)n1	2	1	0	4	0	-1	-0.1	0	-0.6
Cc1ccc2nc(CSc3nnc4ccccn34)cc(=O)n2c1	1	-2	0	-1	0	-5	0.1	15	-0.7
Cc1ccc2oc(C(=O)N3CCN(C)C[C@@H]3C(C)C)c(C)c2c1	6	0	0	4	9	0	-0.1	-13	1.8
COc1cc(/C=C(/C#N)c2ccc(F)cc2)ccc1Oc1ccc([N+](=O)[O-])cn1	-3	0	1	-6	-4	11	0.4	20	-4.5
Cc1ccccc1CN1CCC(CNC(=O)C2CCCN(c3ncnc4c3nc3n4CCCCC3)C2)CC1 (stereo not drawn)	-4	3	1	-4	-3	-5	0.1	-17	-0.1
Cc1cccc(C(=O)Nc2nnc(Cc3c[nH]c4ccccc34)s2)c1	1	-1	2	9	-2	2	0.2	-22	-4.6
CCN(CCCNC(=O)CN(C)S(=O)(=O)c1cccc2nsnc12)c1ccccc1	6	-7	0	0	7	-2	0.0	-1	0.4
COC(=O)c1cc(O)cc(OC)c1Oc1cc(C)cc(O)c1C(=O)O	21	4	24	8	73*	6	-0.2	0	/
Cc1ccc(C(=O)N2CCCC2)cc1Br	4	2	0	-4	8	4	0.2	1	-1.1
O=[N+]([O-])c1cc(S(=O)(=O)N2CCCC2)ccc1NCCCN1CCOCC1	4	-3	0	3	3	-8	0.0	20	-3.6
CN=C1S/C(=C\c2ccc(SC)cc2)C(=O)N1C	-3	-2	0	-7	-5	3	0.6	-1	-1.3
COc1ccc(OC)c2[nH]c(=O)c(CCNC(=O)c3cc4ccccc4o3)cc12	3	0	0	0	3	1	-0.2	6	0.7
CCOc1ccc(-n2c(Cc3cc(=O)[nH]c(=O)[nH]3)nnc2SCc2cccnc2)cc1	7	-1	4	4	10	15	0.0	-8	-0.4
Cc1ccc(NC(=O)CN2CCc3cc4c(cc3C2)OCCCO4)cc1	5	-1	2	-1	5	-1	0.1	55*	0.6
O=C(NCc1ccco1)c1ccc(=O)oc1	6	0	1	4	-1	3	0.0	3	0.8
S=c1[nH]nc(-c2ccncc2)n1/N=C/C(Cl)=C\c1ccccc1	-34	-1	1	-5	-9	4	-0.1	-8	-0.8
COc1ccc(CCCNC(=O)C2CCC(=O)N(CCc3cccc(F)c3)C2)cc1 (stereo not drawn)	1	1	0	-4	-3	2	0.0	8	3.0
N#CCC(=O)Nc1ccc(C(=O)N2CCN(S(=O)(=O)c3ccc4ccccc4c3)CC2)cc1	-10	-4	6	-30	-18	-16	-0.2	11	4.9
CC1CCN(CCC(=O)NN)CC1	-2	1	0	-6	0	-11	-0.1	12	-1.8
CCOC(=O)C1CCN(C(=O)c2c(C)oc3c2C(=O)c2ccccc2C3=O)CC1	5	5	0	2	6	0	-0.2	-13	-0.7
COc1cccc(NC(=O)C2CC(=O)OC23CCOC(C)(C)C3)c1 (stereo not drawn)	2	3	1	2	-5	-2	-0.1	6	1.1
Cc1nnc(NC(=O)Oc2ccccc2)s1	7	-3	0	-4	6	5	0.0	-33	-0.6
O=C(NCCC(=O)N1CCN(c2ccccn2)CC1)c1ccc(Cl)cc1	/	/	2	/	/	3	-0.1	11	/
COc1cccc(-c2nc(N3CCCCC3)c3ccccc3n2)c1O	5	2	1	11	-1	-5	-0.1	8	1.5
CCOC(=O)C1CCCN(S(=O)(=O)c2cccs2)C1 (stereo not drawn)	2	-4	0	4	9	2	-1.5	0	-5.4
CNC(=O)N(O)C1N(NC(=O)Nc2ccccc2)C(=S)SC1(C)C (stereo not drawn)	1	1	0	3	4	5	0.3	-5	-2.7
Cc1cccc(N(C(=O)CNC(=O)c2cccs2)C(C(=O)NC2CCCC2)c2cccnc2)c1 (stereo not drawn)	2	-2	0	-3	12	0	0.1	6	-2.5
COc1ccccc1OCC(=O)Nc1ccc(C(N)=O)cc1	4	1	0	-6	8	2	-0.1	10	-3.7
CCOC(=O)CSc1ncccn1	7	2	8	6	-5	1	0.0	3	2.5
Cc1cc(=O)oc2cc(OC(C)C(=O)N3CCOCC3)ccc12 (stereo not drawn)	2	-3	0	8	-1	2	0.0	0	3.0

Later entries:
SMILES	BCLXL inh	Fam108B inh	GRK2 aptamer HTS	PME-1 primary	MCL1-BIM inh	GLD-1 RNA inh	Efflux pump inh	VLA-4 inh	MEX-5 binding
Cc1cc(NNC(=O)Nc2cccc(Cl)c2)nc2c1c(C)nn2C	0	6	1	3	7	7	-0.1	5	1.7
CC(=O)N1CCC(N(CCN2CCOCC2)C(=S)Nc2ccc(C)cc2C)CC1	2	-2	1	0	6	-2	0.0	-1	0.0
COc1cccc(NC(=O)C/C(C)=N/NC(=O)c2ccccc2Cl)c1	0	7	1	1	5	-2	0.8*	-9	-1.3
COC(=O)[C@]1(CC(C)C)N[C@H](c2ccc(SC3CCCCC3)c(OC)c2)[C@@H]2C(=O)N(C)C(=O)[C@@H]21	10	0	/	-1	4	3	/	/	0.6
N#CCCN1CCN(S(=O)(=O)c2ccc(C#N)cc2)CC1	4	5	0	2	9	-4	-0.1	-6	-7.2
c1ccc(-n2nnc3ccccc32)cc1	-1	4	1	-4	10	0	0.0	6	1.0
COc1ccc(CCNc2c([N+](=O)[O-])ncn2C)cc1OC	1	3	0	5	-2	-7	0.0	8	-0.5
COCCCNC(=S)NC(=O)c1ccccc1	2	-3	0	-2	8	-3	0.3	-33	-1.9
COc1cc(OC)cc(C(=O)Nc2ccccc2C(=O)N2CCCC2)c1	1	-1	4	-3	2	3	0.0	-7	0.5
O=C(/C=C/c1ccc(OCCCF)cc1)NCc1cccc(Cl)c1	9	0	3	5	15	-4	0.0	14	2.4
CN1CCN(C(=O)c2ccc3c(c2)N(Cc2cccc(Cl)c2)C(=O)c2ccccc2S3(=O)=O)CC1	6	1	3	-2	11	-5	-0.2	15	-1.3
O=C(CN1CCN(C(=O)C2CCCO2)CC1)Nc1cc(Cl)ccc1Cl (stereo not drawn)	5	-5	0	3	1	3	-0.1	7	0.1
C=CCn1c(=O)c2ccccc2n2c(SCC(=O)NCC)nnc12	1	0	0	6	2	-5	0.9	-25	-0.9
NC(=O)CN1CCOCCOCCOCCOCCOCC1	5	-2	0	-6	-3	12	0.0	2	-1.8
Cc1ccc(S(=O)(=O)Nc2nc(C)c(C(=O)NNS(=O)(=O)c3ccccc3)s2)cc1	1	-2	0	-9	-1	5	0.0	0	1.4
COCCNC(=O)CN(Cc1ccccc1)C(=O)CCC(=O)Nc1nccs1	6	-3	0	-2	2	4	0.2	11	-0.2
CC(C)NC(=S)N1CCN(S(C)(=O)=O)CC1	2	0	2	-6	12	-1	0.1	-9	2.2
Cc1cnc(C(=O)OCC(=O)NC2CCCC(C)C2C)cn1 (stereo not drawn)	-2	0	0	7	-2	-1	0.0	12	0.1
COc1ccc(NC(=O)CN(C)CC(=O)NCC(=O)Nc2ccc(F)cc2)cc1	1	3	12	-2	3	0	-0.1	17	0.5
O=C(CCCc1ccccc1)NC1CCSC1=O (stereo not drawn)	0	3	0	-1	-1	0	-0.1	9	-0.6
O=C(Nc1ccccc1)Nc1cccc(-c2nnco2)c1	6	4	3	-2	3	2	-0.1	0	2.3
CCOc1cc(C2/C(=C(\O)c3cc(C)ccc3C)C(=O)C(=O)N2CCN(C)C)ccc1O (stereo not drawn)	5	-8	9	-11	5	-6	0.4	-4	-0.8
CCc1cccc(CC)c1NC(=O)CSc1nnc(C2CC2)n1C	-1	2	5	-4	1	-6	0.4	-11	2.9
NS(=O)(=O)c1ccc(NC(=O)COC(=O)Cc2ccc(Cl)cc2)cc1	-9	-3	3	-2	-10	-3	-0.1	-2	1.4
O=c1[nH]c(NCCO)nc2c1C1(CCCC1)Cc1ccccc1-2	2	3	0	-1	0	3	-0.1	9	0.7

Copied from the list.
COc1ccccc1NC(=O)c1ccccc1NC(=O)c1cc(Cl)ccc1NC(=O)c1ccco1 | MCL1-BIM inh: -6
Cc1cc(=O)oc2cc(OC(C)C(=O)N3CCOCC3)ccc12 (stereo not drawn) | BCLXL inh: 2
Cn1cncc1C#Cc1ccc2cc(C3(O)CCCCC3)oc(=O)c2c1 | GRK2 aptamer HTS: 0

Just Fam108B inh (2 entries from above):
| SMILES | Fam108B inh |
| --- | --- |
| O=C(Nc1ccccc1)Nc1cccc(-c2nnco2)c1 | 4 |
| CCOc1cc(C2/C(=C(\O)c3cc(C)ccc3C)C(=O)C(=O)N2CCN(C)C)ccc1O (stereo not drawn) | -8 |
